CatS inh: inhibitors of human cathepsin S; P25774; recombinant cathepsin S, AMC dipeptide fluorescence, pooled mixtures; inhibition, %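 (tested at 5 µM per compound within 10-compound mixtures)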; 0.06% of 62,000 active; in the data active = inhibition above about 32%, passing the limit was not always enough;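 note: 0% = enzyme without compound and 100% = blank without enzyme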
C1s inh: human complement C1s inhibition | mean inhibition % of two 10-compound mixtures (active compounds read high), % at 5 µM (by protocol) | purified C1s, fluorogenic AMC substrate, pooled mixtures | 0.16% of 62,000 active | P09871;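 active = inhibition above 20% in each of the two 10-compound mixture wells holding the compound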;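 note: 0% = enzyme wells lacking compound mixture and 100% = no-enzyme blank wells; some compounds called inactive have numbers as strong as hits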
Target sequence (P09871 16-437 limits assumed): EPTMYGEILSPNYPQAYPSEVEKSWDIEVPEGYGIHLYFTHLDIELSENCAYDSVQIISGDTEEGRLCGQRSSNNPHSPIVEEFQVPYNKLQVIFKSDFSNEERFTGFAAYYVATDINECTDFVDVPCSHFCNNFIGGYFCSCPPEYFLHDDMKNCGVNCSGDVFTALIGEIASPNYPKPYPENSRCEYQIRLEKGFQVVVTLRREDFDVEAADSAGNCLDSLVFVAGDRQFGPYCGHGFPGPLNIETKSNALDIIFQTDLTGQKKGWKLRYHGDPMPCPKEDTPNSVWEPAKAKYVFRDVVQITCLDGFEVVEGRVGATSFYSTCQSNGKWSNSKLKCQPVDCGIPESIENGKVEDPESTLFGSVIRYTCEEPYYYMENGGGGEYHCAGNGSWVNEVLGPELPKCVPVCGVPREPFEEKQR
Target sequence (P09871 438-688 limits assumed): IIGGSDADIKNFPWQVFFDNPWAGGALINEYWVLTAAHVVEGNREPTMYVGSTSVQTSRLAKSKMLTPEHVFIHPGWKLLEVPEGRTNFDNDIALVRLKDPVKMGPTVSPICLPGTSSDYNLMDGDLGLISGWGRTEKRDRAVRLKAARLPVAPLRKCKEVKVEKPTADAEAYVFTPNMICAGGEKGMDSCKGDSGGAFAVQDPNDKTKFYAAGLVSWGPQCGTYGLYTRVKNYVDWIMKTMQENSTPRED
CatB block: blocks human cathepsin B protease activity; 0.1% of 63,000 active; purified cathepsin B, fluorogenic substrate, fluorescence; inhibition, %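 (tested at 10 µM)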; in the data active = inhibition above about 21%;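 note: 0% = enzyme with no compound and 100% = no enzyme blank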
FXIIa mix inh: factor XIIa (human) inhibition, mixture screen. P00748. purified FXIIa, fluorogenic substrate, pooled mixtures. inhibition, % at 5 µM. 0.2% of 62,000 active. AID 684;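 note: 0% = enzyme without compound and 100% = no enzyme blank; some results filed as inactive read as strong as hits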
AP ELISA ortho: alternative pathway complement inhibition, orthogonal assay; Human serum alternative complement pathway, LPS-coated ELISA, C3 deposition; tested in compound mixtures; inhibition, % at 5 µM; 0.08% of 62,000 active; AID 1235;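 active = inhibition above 30% in each of the two pooled mixtures holding the compound, so the lower value exceeds 30%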;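 note: 0% = serum in Mg-EGTA without compound and 100% = EDTA serum blank; some compounds past the cut are filed as inactive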
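Assay system: human serum alternative complement pathway, C3 deposition on LPS-coated wells; Dosing: 5 µM per compound in ten-compound mixtures; Detection: Anti-C3 ELISA, OD 450 nm; Buffer or medium: Mg2+-EGTA GVB++ buffer containing human serum at 1:15 dilution; Timing: 1 h at 37 °C; Replication: two different pools per compound.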
FXIa mix inh: inhibitors of human coagulation factor XIa, pooled mixtures | purified FXIa, fluorogenic substrate | inhibition, % at 5 µM | 0.19% of 62,000 active | AID 680;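 note: each value is inhibition by a whole ten-compound pool holding the compound; 0% = enzyme with no mixture and 100% = wells lacking enzyme; strong numbers were not always called active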
CatL block: inhibitors of human cathepsin L; 0.17% of 58,000 active; P07711; purified cathepsin L, fluorogenic substrate, fluorescence; inhibition, %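 (tested at 10 µM)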; in the data active = inhibition above about 45%;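 note: 0% = enzyme with no compound and 100% = no enzyme blank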
Target sequence (P07711 114-288 limits assumed): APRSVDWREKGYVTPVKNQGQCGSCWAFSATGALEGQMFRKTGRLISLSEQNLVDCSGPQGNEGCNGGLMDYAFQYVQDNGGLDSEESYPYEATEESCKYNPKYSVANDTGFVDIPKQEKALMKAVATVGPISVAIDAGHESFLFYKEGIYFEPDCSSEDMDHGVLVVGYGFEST
Target sequence (P07711 292-333 limits assumed): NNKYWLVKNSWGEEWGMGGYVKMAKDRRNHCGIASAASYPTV
CatG inh: blocks human cathepsin G enzyme activity; AID 581; purified enzyme, AMC-tetrapeptide fluorescence, pooled mixtures; inhibition, % at 5 µM (by protocol); 0.2% of 62,000 active; P08311;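 active = inhibition above 20% in each of the two mixture wells holding the compound; inactive = inhibition of 20% or less in either well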;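 note: 0% = enzyme control without mixture and 100% = blank lacking enzyme; strong numbers were not always called active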
CatB mixtures: human cathepsin B inhibition by mixtures. inhibition, %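 (ten-compound pools at 5 µM per compound and 50 µM total)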. 0.06% of 62,000 active. Purified cathepsin B, AMC dipeptide fluorescence, compound mixtures; in the data active = inhibition above about 22%, passing the limit was not always enough;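 note: 0% = enzyme without compound and 100% = no enzyme blank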
An asterisk follows results filed as active; / = not tested or not shown. Cut-off read from the data, not from the text of the source, unless noted: active = inhibition above about 20% (passing the limit was not always enough); inactive = the rest. Not all compounds are listed; the hit share may differ from the screen's.

Preview (4 entries):
SMILES | CatS inh | C1s inh | CatB block | FXIIa mix inh | AP ELISA ortho | FXIa mix inh | CatL block | CatG inh | CatB mixtures
COC(=O)c1ccc(COc2ccc3c(C)c(C)c(=O)oc3c2C)o1 | -13 | 1 | 4 | 5 | 2 | 12 | / | -1 | 1
C=CCNc1ncnc2c1cnn2-c1cccc(C)c1 | -7 | -19 | 1 | 1 | 5 | 1 | -1 | 4 | -3
Cc1nc(SCC(=O)Nc2ccc(C)c(F)c2)c2oc3ccccc3c2n1 | -4 | 3 | 3 | 1 | -1 | 4 | -7 | -1 | 2
O=C(Cc1ccccc1)Nc1nnc(-c2ccco2)s1 | -3 | 3 | -4 | -2 | 16 | 13 | 5 | 1 | 0

The list itself, from the first entry:
SMILES | CatS inh | C1s inh | CatB block | FXIIa mix inh | AP ELISA ortho | FXIa mix inh | CatL block | CatG inh | CatB mixtures
COC(=O)c1ccc(COc2ccc3c(C)c(C)c(=O)oc3c2C)o1 | -13 | 1 | 4 | 5 | 2 | 12 | / | -1 | 1
C=CCNc1ncnc2c1cnn2-c1cccc(C)c1 | -7 | -19 | 1 | 1 | 5 | 1 | -1 | 4 | -3
Cc1nc(SCC(=O)Nc2ccc(C)c(F)c2)c2oc3ccccc3c2n1 | -4 | 3 | 3 | 1 | -1 | 4 | -7 | -1 | 2
O=C(Cc1ccccc1)Nc1nnc(-c2ccco2)s1 | -3 | 3 | -4 | -2 | 16 | 13 | 5 | 1 | 0
COC(=O)Cn1cc(C(=O)C2CC2)c2ccccc21 | -8 | -2 | 3 | -8 | 21 | 3 | -11 | 8 | 6
COc1cccc(NC(=O)CSc2nncn2-c2ccccn2)c1 | -2 | 16 | 4 | -17 | -7 | 2 | 8 | 9 | 3
COCCN(CCOC)C(=O)c1sc2nc(-c3ccccc3)cn2c1C | -4 | -7 | -1 | 2 | 11 | 5 | 0 | -6 | 6
CC1Cc2ccccc2N1S(=O)(=O)c1cnc[nH]1 (centres undefined) | 2 | 2 | -3 | 1 | 19 | 4 | 10 | -2 | 6
CC(C)C1N=C2c3ccccc3N=C(SCC(=O)NCCc3ccc(S(N)(=O)=O)cc3)N2C1=O (centres undefined) | 5 | -17 | -2 | -7 | 7 | 7 | -6 | 3 | 8
CCOc1ccc(CCNC(=O)C2CCCN(c3nn4c(=O)cc(C)nc4s3)C2)cc1 (centres undefined) | 2 | -6 | 6 | -17 | 13 | -3 | 17 | 4 | 2
CC(=NCc1ccc2c(c1)OCO2)C1=C(O)c2ccccc2C1=O | 13 | 14 | 2 | 10 | 3 | 4 | 12 | 5 | -1
COc1ccc2cnn(CCOc3ccccc3)c(=O)c2c1OC | 2 | 0 | -4 | -2 | 10 | 16 | -5 | 3 | -4
COc1ccc(S(=O)(=O)N2CCC(C(=O)Nc3c(F)cccc3F)CC2)cc1 | 0 | -40 | -4 | 2 | -8 | -4 | 1 | -16 | 0
COc1ccc2cc(C(=O)NC3CCCCC3)c(=O)oc2c1 | -18 | -78 | -1 | 0 | 9 | -11 | -370 | -9 | -4
CC(C)(CSc1nncn1N)NS(=O)(=O)c1ccc(Cl)cc1 | 4 | -1 | 4 | 13 | -4 | -1 | -2 | 0 | 4

Given in markdown: entries from further up.
| Compound | CatS inh | C1s inh | CatB block | FXIIa mix inh | AP ELISA ortho | FXIa mix inh | CatL block | CatG inh | CatB mixtures |
| --- | --- | --- | --- | --- | --- | --- | --- | --- | --- |
| CCOc1ccc(CCNC(=O)C2CCCN(c3nn4c(=O)cc(C)nc4s3)C2)cc1 (centres undefined) | 2 | -6 | 6 | -17 | 13 | -3 | 17 | 4 | 2 |
| CC(=NCc1ccc2c(c1)OCO2)C1=C(O)c2ccccc2C1=O | 13 | 14 | 2 | 10 | 3 | 4 | 12 | 5 | -1 |

Next section.
SMILES | CatS inh | C1s inh | CatB block | FXIIa mix inh | AP ELISA ortho | FXIa mix inh | CatL block | CatG inh | CatB mixtures
O=C(O)CSc1nnc(CNc2ccccc2Cl)n1-c1ccccc1 | 11 | 10 | 6 | 44 | 9 | 1 | 25 | 11 | 1
CN(C)/C=N/c1c(C#N)cnn1-c1ncnc2sc(-c3ccccc3)cc12 | -3 | 4 | 7 | 10 | 11 | 6 | 7 | 8 | 0
O=C(CSc1nc2ccccc2o1)c1cc2ccccc2oc1=O | 3 | -4 | -1 | -1 | 11 | 10 | -4 | 2 | -2
COc1ccc(OC)c(NC(=O)c2cc(S(=O)(=O)NCc3ccco3)ccc2F)c1 | -6 | -4 | -3 | 3 | 12 | 5 | 1 | 0 | 1
CCOCCn1c(N2CCN(c3ccc(OC)cc3)CC2)nc2c1c(=O)[nH]c(=O)n2C | 11 | -5 | -3 | 0 | 10 | 19 | -1 | 4 | 8
Cn1c(Cn2c(=O)sc3ccccc32)nnc1SCc1cccc(F)c1 | 0 | 4 | -1 | 7 | 11 | 10 | / | 2 | 1
COc1ccc(C2C(C(=O)N3CCN(c4ccccc4)CC3)c3ccccc3C(=O)N2C)cc1OC (centres undefined) | -1 | -6 | -2 | 3 | 17 | 2 | -5 | 8 | 2
Cc1cc(C(F)F)n2nc(C(=O)O)nc2n1 | -4 | 0 | -5 | 13 | -3 | -1 | -2 | 0 | 0
Cc1cc(C)nc(N2CCC(C(=O)NC3CCCCCC3)CC2)n1 | -12 | 5 | 1 | 2 | 8 | 12 | -2 | 1 | 0
CCOC(=O)CCc1c(C)c2ccc(OC(C)C(=O)OCC)c(C)c2oc1=O (centres undefined) | 7 | 1 | 5 | -3 | 27 | 0 | -12 | 7 | 4
CC(C)Cn1c(-c2ccccc2F)n[nH]c1=S | -2 | 5 | 0 | 3 | 21 | 4 | 3 | 46 | -4
CC(C)OC(=O)c1nnc(Cc2ccc(F)cc2)o1 | -5 | -8 | -4 | 11 | 15 | 23 | -11 | 46 | 7
Cc1c(-c2cccs2)[n+](=O)c2c(n1[O-])CCC2 | -1 | 15 | 1 | 8 | 8 | 9 | 11 | 9 | -1
CSc1nccn1CC(=O)Nc1ccc(F)cc1 | -4 | 13 | 7 | 28 | 15 | 12 | 5 | 8 | 3
O=C(CNC(=O)Cn1ccc2ccccc2c1=O)NCCCN1CCCCCC1 | 8 | -30 | 5 | -3 | 1 | 12 | 13 | -2 | 3
C=CCN(C(=O)CCC(=O)Nc1cc(C)on1)C(C(=O)NC1CCCC1)c1cccnc1 (centres undefined) | 10 | 16 | 0 | 3 | 10 | 5 | 23 | 11 | 3
Cc1sc2nc(SCC(=O)NCc3ccco3)n(C)c(=O)c2c1C | -1 | 14 | 1 | -4 | 20 | 5 | 16 | 10 | 4
CC(C)(C)SCCNS(=O)(=O)c1ccc(F)cc1 | 3 | 15 | 4 | -1 | 9 | 10 | 1 | 12 | 3
O=C(Cn1nnc(-c2ccccc2NC(=O)c2ccccc2F)n1)NCc1ccco1 | 2 | 13 | 1 | 11 | 11 | 5 | 8 | 11 | 4
CSc1nsc(SCC(=O)N2CCN(c3ccccc3)CC2)n1 | 1 | 2 | 2 | 8 | -3 | 1 | 16 | 1 | -1
COc1ccc(OCCCSc2ncccn2)cc1 | -37 | -84 | 6 | 6 | 18 | -15 | -9 | -21 | -1
CCC(CC)C(=O)Nc1cccc(C(=O)N2CCCCCC2)c1 | 0 | 13 | 8 | 4 | 9 | 6 | -8 | 8 | 4
O=C(CN1CCN(c2nc(-c3ccc(F)cc3)cs2)CC1)NCc1ccc2c(c1)OCO2 | 4 | 12 | 2 | 12 | 0 | 3 | 0 | 2 | 4
Cn1cccc1Cc1nnc(SCC(=O)NC2CCCCC2)n1-c1ccc(F)cc1 | 10 | -2 | -4 | -9 | 17 | 5 | / | -2 | 0
O=C1CCC(C(=O)NC2(C(=O)NC3CCCCC3)CCCCC2)N1 (centres undefined) | 11 | 4 | 3 | 0 | 4 | 20 | 7 | 55 | -2
Cc1ccc(CS(=O)(=O)CCC(=O)NCc2ccc3c(c2)OCO3)cc1 | 11 | 1 | -2 | 7 | 18 | 7 | 18 | -1 | -3
CCc1cc2c(N3CCN(c4nnc(CC)s4)CC3)ncnc2s1 | 6 | 14 | 0 | 8 | -1 | 16 | 23 | 11 | 2
Cc1ccccc1Nc1nc(N)nc(CSc2nc3ccccc3c(=O)n2CCCO)n1 | -3 | -2 | -1 | 3 | 5 | 0 | -16 | 8 | -5
COc1cccc(CNn2cnnc2)c1OCc1ccc(F)cc1 | 2 | 10 | 5 | -4 | -4 | 3 | 18 | 7 | -1
O=C1CN(C(=O)CCCc2c[nH]c3ccccc23)c2ccccc2N1 | 6 | 11 | 5 | 12 | 12 | 8 | 16 | 7 | 3
CC1CCN(C(=O)CN(c2ccc3c(c2)OCO3)S(C)(=O)=O)CC1 | -49 | -49 | 2 | -18 | 18 | -3 | -6 | 1 | 0
COc1ccccc1N1CCN(S(=O)(=O)c2c(C)ccc3nsnc23)CC1 | 8 | 11 | 4 | -21 | 1 | 2 | 10 | 15 | -5
CCCn1c(SCC(=O)Nc2nc3c(s2)CCCC3)nc2c1c(=O)n(C)c(=O)n2C | 14 | -6 | 8 | 3 | -9 | 3 | 4 | -2 | 2
Cc1ccc2cc(CN(Cc3ccco3)S(=O)(=O)c3c(C)ccc4nsnc34)c(=O)[nH]c2c1 | 13 | -18 | 2 | 18 | 9 | 2 | 14 | 5 | 3
c1ccc(-c2noc(C3CCCCC3)n2)nc1 | -15 | -23 | 4 | 3 | 20 | -8 | 2 | 29 | -10
CN1CCN(c2ccccc2NC(=O)C(Cc2ccccc2)n2cccc2)CC1 (centres undefined) | 8 | -2 | -1 | 8 | 17 | 8 | / | -1 | -1
Cc1cc(N2CCN(c3nnnn3-c3ccccc3)CC2)n2ncnc2n1 | 12 | -22 | -2 | 7 | 7 | 0 | -1 | -3 | 3
Cc1cc(NC(=O)c2cccc(COc3ccc(Br)cc3)c2)no1 | -22 | -177 | -1 | 4 | 18 | -24 | -8 | -16 | -11
CC(O)c1n(C)c(Cl)c[n+]1C (centres undefined) | -20 | 13 | 5 | 14 | 15 | 6 | 0 | 12 | 3
COC(=O)c1cc(Br)c(=O)n(Cc2ccc(C(=O)O)cc2)c1 | 3 | 5 | 0 | 2 | 7 | 3 | -2 | 12 | 3
COCc1cc(C)nc2sc(C(=O)N3CCN(c4ccccc4)CC3)c(N)c12 | 5 | 14 | 1 | 3 | 0 | 2 | -1 | 18 | -3
O=C(O)c1cccc(S(=O)(=O)Nc2ccc3c(c2)OCO3)c1 | 15 | -20 | 4 | 8 | -4 | -1 | 17 | -12 | 7
O=S(=O)(c1ccccc1)c1cccc(S(=O)(=O)N2CCCCC2)c1 | -4 | 1 | 1 | 0 | 9 | 4 | -4 | 5 | 2
COc1ccc(-c2cn3cccnc3n2)cc1NC(=O)C1CC1 | 3 | -37 | 5 | 14 | -2 | -5 | 2 | -7 | -3
O=C(c1ccco1)N1CCN(C(=O)c2cnn3c2NC(c2cccs2)CC3C(F)(F)F)CC1 (centres undefined) | 4 | 3 | -3 | 3 | 14 | 12 | / | 0 | 6
COc1ccccc1NC(=O)N(Cc1ccco1)Cc1cc2ccc(C)c(C)c2[nH]c1=O | 8 | -54 | 6 | 4 | 0 | 6 | 18 | -8 | -8
OC(CN1CCCCC1)CN(c1ccccc1)c1ccccc1 (centres undefined) | -2 | -2 | 1 | 7 | 5 | 1 | 19 | 11 | -2
C=CCn1c(NCc2ccc(N(C)C)cc2)nc2ccccc21 | 2 | 1 | 9 | 4 | 2 | 1 | / | 9 | -1
Cc1ccc2c(c1)c1ncn(CCC3=CCCCC3)c(=O)c1n2C | 0 | 3 | 2 | 14 | 17 | -1 | 13 | 12 | -3
CCOC(=O)N1CCN(C(=O)c2ccc3c(c2)NC(=O)C(N2CCOCC2)S3)CC1 (centres undefined) | -5 | -54 | -5 | 9 | 2 | -12 | 10 | -7 | -5
Nn1c(SCC(=O)N2CCCCC2)nnc1-c1ccncc1 | 16 | 16 | 1 | 8 | 6 | 5 | -5 | 13 | 5
